GalR3 antagonist: GalR3 antagonists in HEK293 cells, primary screen, cell-based, fluorescence readout; Galanin receptor type 3 (Homo sapiens), O60755; HEK293 GalR3-CNG cAMP membrane potential fluorescence; galR3 body fused to GalR1 C-terminus; inhibition, % at 3 µM; 0.44% of 360,000 active;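 active = inhibition above the screen-wide average plus 3 SD, cut at about 13% in these data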;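 note: forskolin and galanin both at EC90 stimulate the cells; cAMP rise reported by CNG channel membrane potential dye signal; 0% = forskolin plus galanin with DMSO and 100% = forskolin alone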
CRFR2-BP ag: agonists of CRF-BP/CRF-R2 complex, primary screen, cell-based, HEK293, calcium dye fluorescence, uHTS | AID 588473, 2011 | 0.46% of 350,000 active | calcium dye fluorescence (FLIPR); percent of saturating CRF peptide response | CRF-binding protein / CRF receptor 2 complex (human) | activation, % at 13.2 µM;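 active = activation of at least 50%, plus an integration ratio under a set limit after plate pattern correction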;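 note: plate controls were neutral control wells without compound for no effect and CRF at EC100 for full effect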
p-CIP stab down: p/CIP-EGFP fusion destabilizers, primary screen, fluorescence, F442A cells; Q05BA5; 16 h; decrease of EGFP signal, % at 10 µM; 0.01% of 290,000 active; AID 1984, 2009;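 active = EGFP signal decrease of at least 30% at 10 µM or well 3 SD below plate mean, unless failing retest; inactive = the rest, including hits failing retest or dose response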; note: some compounds called inactive have numbers as strong as hits; many of its hits are not listed in these tables
CRFBP-R2 block: antagonists of CRF-BP/CRF-R2 complex, primary screen, cell-based, HEK293, calcium dye fluorescence, uHTS; CRF-induced calcium fluorescence; inhibition, % at 11.8 µM; 0.59% of 350,000 active;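 active = inhibition of the ligand-induced calcium signal above about 50% at the single tested concentration, limit read from the data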
CHRM4 PAM: human M4 muscarinic receptor positive allosteric modulators, primary screen, CHO-K1 cells, Fluo-8 calcium fluorescence; CHO-K1 hM4/Gqi5, ACh EC20; 0% = ACh EC20, 100% = maximal ACh; AID 624126, 2012; activation, % at 3 µM; 0.4% of 360,000 active; Muscarinic acetylcholine receptor M4 (Homo sapiens), P08173;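 active = activation above its plate's cutoff, the mean activation of sample wells plus 3 SD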; note: some results filed as inactive read as strong as hits
MEKK3 PB1 HTS: modulators of MEKK3-MEK5 PB1 binding, primary screen, biochemical, wildtype MEKK3, multiplex bead flow cytometry, Alexa488-MEK5 | bead-based flow cytometry, Alexa488-MEK5 binding to MEKK3; actives lie on both sides; 0 = blocked by unlabeled MEK5, 100 = vehicle | binding response (% of control), % at 10 µM | AID 1529, 2009 | Mitogen-activated protein kinase kinase kinase 3 (Homo sapiens), Q99759 | 1.4% of 290,000 active;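 active = binding response more than 3 SD above or below the average of its plate-row segment, actives on both sides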;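 note: Alexa488 bead fluorescence after subtracting the streptavidin-only scavenger bead signal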
Target sequence (Q99759 whole entry, looked up): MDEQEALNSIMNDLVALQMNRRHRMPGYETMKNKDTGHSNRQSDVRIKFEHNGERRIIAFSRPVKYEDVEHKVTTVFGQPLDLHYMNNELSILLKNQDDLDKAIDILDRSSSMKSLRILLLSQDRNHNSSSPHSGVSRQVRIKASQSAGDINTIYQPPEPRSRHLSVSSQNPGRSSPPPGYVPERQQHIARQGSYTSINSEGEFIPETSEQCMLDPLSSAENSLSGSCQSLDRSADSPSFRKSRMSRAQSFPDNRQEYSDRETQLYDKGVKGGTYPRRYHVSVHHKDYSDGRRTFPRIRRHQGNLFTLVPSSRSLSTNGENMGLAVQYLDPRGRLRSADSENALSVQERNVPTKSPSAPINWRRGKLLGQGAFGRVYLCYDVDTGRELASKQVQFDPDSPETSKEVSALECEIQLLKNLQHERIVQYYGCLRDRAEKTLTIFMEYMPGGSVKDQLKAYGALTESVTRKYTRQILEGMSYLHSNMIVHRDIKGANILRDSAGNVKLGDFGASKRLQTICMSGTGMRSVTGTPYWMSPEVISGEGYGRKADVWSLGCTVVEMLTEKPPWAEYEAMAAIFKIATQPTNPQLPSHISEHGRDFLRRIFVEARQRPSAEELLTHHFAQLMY
IDE cell activ: human IDE activators in live cells, primary screen, fluorescence polarization, HEK cells, FAbeta-B substrate; Insulin-degrading enzyme (Homo sapiens), P14735; FAbeta-B cleavage; 0% vehicle, 100% cell-free pure enzyme wells; activation, % at 5.96 µM; 0.073% of 340,000 active; AID 493087, 2011;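 active = activation above the mean of all tested compounds plus 3 SD, set per screening campaign, cut at about 17% in these data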
IDE inh: human IDE inhibitors in live cells, primary screen, fluorescence polarization, HEK cells, FAbetaB substrate; Insulin-degrading enzyme (Homo sapiens), P14735; FAbetaB cleavage; inhibition, % at 5.59 µM; 0.41% of 320,000 active;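 active = percent inhibition above the average of all tested compounds plus 3 SD, set per screening campaign, cut at about 16% in these data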;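 note: IDE supplied by intact live HEK cells; FP after avidin binding of uncleaved biotin substrate so inhibition keeps polarization high; 0% = DMSO wells and 100% = 60 µM reference IDE inhibitor Ii1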
PHOSPHO1 block: PubChem AID 1565 | Phosphoethanolamine/phosphocholine phosphatase (Homo sapiens), Q8TCT1 | recombinant PHOSPHO1, absorbance phosphatase assay | inhibition, % at 13.3 µM | 1.1% of 290,000 active; in the data active = inhibition above about 60%
Target sequence (Q8TCT1 whole entry, looked up): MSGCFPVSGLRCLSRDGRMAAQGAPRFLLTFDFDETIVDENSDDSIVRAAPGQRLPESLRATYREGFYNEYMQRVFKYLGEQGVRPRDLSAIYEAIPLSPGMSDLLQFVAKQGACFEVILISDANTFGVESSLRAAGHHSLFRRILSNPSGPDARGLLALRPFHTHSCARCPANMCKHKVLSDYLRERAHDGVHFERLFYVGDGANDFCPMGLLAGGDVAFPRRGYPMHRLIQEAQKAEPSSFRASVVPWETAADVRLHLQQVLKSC
An asterisk follows results filed as active; x = no result given.

The line under a structure holds: GalR3 antagonist	CRFR2-BP ag	p-CIP stab down	CRFBP-R2 block	CHRM4 PAM	MEKK3 PB1 HTS	IDE cell activ	IDE inh	PHOSPHO1 block
> COc1ccc(N2CCN(C(=O)CSc3nnc(Cn4nnc5ccccc54)n3C)CC2)cc1
  0.9	0.1	-21.2	0.3	-7.5	98.0	3.9	4.4	-3.3
> COC/C=C/C1=CC2=CC(=O)C(C)(OC(=O)c3cnc4ccccc4n3)C(=O)C2=CN1CCN1CCOCC1 (stereo unspecified)
  -5.9	-0.1	-6.5	11.5	9.6	87.0	8.4	-0.9	35.7
> CCCCn1nnnc1SCC(=O)Nc1sc2c(c1C#N)CCCC2
  -2.5	1.1	-2.0	-2.8	-4.1	102.0	-2.1	-1.1	8.7
> CN1CCCN(Cc2nc(-c3ccc(Cl)cc3)no2)CC1
  -2.5	2.3	-16.8	-7.6	2.2	101.0	0.5	-1.4	32.5
> CCOC(=O)N1CCN(C(=O)COC(=O)Cc2ccc(Cl)cc2)CC1
  -5.7	0.8	-28.6	4.3	-5.4	99.0	1.9	-1.1	39.2
> OCC1CCN(Cc2nc(Cc3ccccc3Cl)no2)CC1
  -2.0	-1.1	-23.0	6.7	3.5	102.0	-3.8	1.2	-123.3
> CCc1nnc(NC(=O)CSc2nnc(-c3ccco3)o2)s1
  -1.9	5.1	0.6	12.7	4.4	106.0	4.0	-2.9	-20.0
> CN(CC(=O)Nc1ccc2c(c1)OCCO2)S(=O)(=O)c1ccc(Br)s1
  -4.9	-3.9	-3.6	6.7	10.7	98.0	3.3	-1.5	-2.1
> COC(=O)c1ccccc1S(=O)(=O)N1CCC(C(=O)NC2=NCCS2)CC1
  -3.7	-2.2	x	5.9	-4.2	x	4.4	-0.9	x
> CC(C)(O)C(=O)NNC(=S)Nc1ccc(F)c(Cl)c1
  -3.0	-1.0	-3.5	5.3	2.5	98.0	9.2	-5.6	-15.8
> CCc1ccc(/C=N/Nc2nn[nH]n2)cc1
  1.1	0.3	-3.7	10.9	5.3	114.0	-5.6	4.6	6.7
> CC(Oc1ccccc1)C(=O)Nc1cc(Cl)ccc1-n1cncn1 (stereo unspecified)
  -5.5	-0.3	x	1.0	4.6	x	-1.5	5.6	x
> Cc1ccc(-n2c(SCC(=O)O)nc3c(sc(=S)n3-c3ccc(C)c(C)c3)c2=O)cc1
  -8.1	0.6	-3.9	7.9	-11.1	97.0	-3.9	3.0	34.0
> CC(=N\Nc1ccc(Cl)cc1)/C(=N/O)C(=O)Nc1ccccc1
  -5.0	-0.4	0.4	8.7	3.2	105.0	0.0	1.0	11.3
> O=C(C1CCN(S(=O)(=O)c2cccc3nsnc23)CC1)N1CC=C(c2ccccc2)CC1
  -3.7	-2.5	15.1	-6.6	-7.9	x	6.9	3.1	15.3
> CC(=O)Nc1ccc(NC(=O)COc2ccc3c(c2)CCC3)cc1
  -3.3	2.6	-11.8	-42.4	-0.6	106.0	-0.2	-7.4	34.1
> O=C(N/N=C/c1c[nH]c2ccccc12)c1cc(-c2ccc3ccccc3c2)n[nH]1
  -6.5	-0.5	0.5	-40.4	-1.6	112.0	-4.0	-0.6	0.8
> CC(=O)c1ccc2c(c1)CCN2
  -2.4	1.0	x	13.3	2.8	x	0.5	x	x
> Cc1cc(C(=O)CSc2ccccc2)cc(C)c1O
  -8.4	-1.2	0.0	6.2	-5.0	99.0	-1.6	4.3	29.9
> CC[C@]12c3[nH]c4ccc(Cl)cc4c3CCN1C(=O)[C@@H](CC(=O)NCc1ccco1)C[C@@H]2C(=O)N1CCN(C(=O)C2CC2)CC1
  -3.9	-0.5	x	15.8	4.4	x	4.7	x	x
> O=C(NCCO)N1c2ccccc2Sc2ccccc21
  -3.8	-5.3	-15.6	11.7	-4.8	102.0	5.6	2.8	34.8
> COc1ccc([C@H]2C[C@H](O)[C@@H](n3cc(-c4ccc(F)cc4)nn3)CN2Cc2cccs2)cc1
  -6.5	-1.1	x	0.5	-1.1	x	x	x	x
> O=C(Nc1cccc(NC(=O)N2CCN(c3ccccc3)CC2)c1)N1CCN(c2ccccc2)CC1
  -1.8	2.4	-12.8	-5.5	-9.8	105.0	-1.9	4.0	12.4
> O=C(Nc1c[nH]c(=O)[nH]c1=O)c1cc([N+](=O)[O-])cc([N+](=O)[O-])c1
  -9.1	0.6	-5.6	-0.5	1.4	98.0	3.8	1.4	41.1
> COCn1c(-c2cccc(Br)c2)nc2ccccc21
  -5.6	-1.0	0.6	-17.2	-4.2	100.0	-14.2	16.7*	-8.1
> O/N=C1/C2C3CC4C5C3C1C5C1(OCCO1)C42 (stereo unspecified)
  1.7	-0.2	6.6	9.8	8.7	109.0	-2.8	-5.9	-1.6
> O=C(Nc1cccc(C(F)(F)F)c1)c1cccnc1NCCc1ccccc1
  -0.8	1.2	13.9	-131.8	-3.8	105.0	5.2	4.7	-6.8
> CN(C)c1ccc(CNc2ccc3c(c2)ncn3C)cc1
  -6.2	-0.7	-2.5	-7.4	x	109.0	x	1.5	30.5
> COc1ccc([N+](=O)[O-])cc1N(CC(=O)Nc1ccccc1C(=O)N1CCOCC1)S(C)(=O)=O
  1.6	0.2	0.6	2.7	5.3	98.0	3.6	2.9	22.2
> CCOc1ccc(NC(=O)CN(C)C(=O)CCc2ccccc2Cl)cc1OCC
  -4.0	-9.5	-5.4	6.9	-2.8	102.0	8.5	-0.6	42.6
> COc1ccc(Cl)cc1NC(=O)CCN1CCOCC1
  -2.5	1.9	-8.1	9.0	4.9	82.0	6.0	-4.2	27.3
> CN(C)CCNCCCOc1ccccc1-c1ccccc1
  x	x	-5.8	x	x	100.0	x	6.3	41.1
> O=C(N/N=C\c1ccc(CN(Cc2ccc(Cl)cc2)S(=O)(=O)c2ccccc2)o1)C(=O)Nc1ccc(F)cc1
  4.5	4.0	4.9	-16.3	2.4	x	-1.5	-0.3	11.8
> S=C(Nc1cccnc1)N1CCc2ccccc21
  -7.0	-6.9	-2.6	-6.5	1.2	98.0	4.2	-1.0	-10.9
> C=CCN(CC(=O)NCC1CCCO1)C(=O)CCC(=O)Nc1cc(C)on1 (stereo unspecified)
  -1.2	-1.1	-17.7	5.8	-4.7	95.0	2.0	-0.8	23.2
> Cn1c(=O)oc2cc(S(=O)(=O)N3CCN(Cc4ccc5c(c4)OCO5)CC3)ccc21
  -2.6	0.8	-8.1	3.6	5.8	103.0	6.2	-2.9	72.0*
> C=CC[C@H](CC(=O)NCCO)C(=O)NC[C@@H](OC(=O)[C@@H](CC=C)CC(=O)OC(C)(C)C)c1ccccc1
  -8.5	-1.1	x	-8.2	9.7	x	1.2	2.5	x
> COc1ccc(-c2ccc(CN3C(C)C(=O)N(Cc4cn(CCC5OCCO5)nn4)CCS3(=O)=O)cc2)cn1 (stereo unspecified)
  -4.2	-1.6	x	-5.4	-3.0	x	x	x	x
> Cc1ccc([C@H]2C[C@@H](n3cc(C4CC4)nn3)[C@H](O)CN2CC2CCCCC2)cc1
  -5.0	6.0	x	-8.4	0.3	x	x	x	x
> C=CCSc1nnc(Cn2c(=O)sc3ccccc32)n1C
  4.6	-1.6	-4.9	0.1	4.8	100.0	4.1	2.4	-11.9

Arranged by number of heavy atoms (rising): some entries from above.
The line under a structure holds: GalR3 antagonist	CRFR2-BP ag	p-CIP stab down	CRFBP-R2 block	CHRM4 PAM	MEKK3 PB1 HTS	IDE cell activ	IDE inh	PHOSPHO1 block
> COc1ccc(Cl)cc1NC(=O)CCN1CCOCC1
  -2.5	1.9	-8.1	9.0	4.9	82.0	6.0	-4.2	27.3
> CN(C)CCNCCCOc1ccccc1-c1ccccc1
  x	x	-5.8	x	x	100.0	x	6.3	41.1
> Cc1ccc([C@H]2C[C@@H](n3cc(C4CC4)nn3)[C@H](O)CN2CC2CCCCC2)cc1
  -5.0	6.0	x	-8.4	0.3	x	x	x	x

Taken from above:
O=C(N/N=C\c1ccc(CN(Cc2ccc(Cl)cc2)S(=O)(=O)c2ccccc2)o1)C(=O)Nc1ccc(F)cc1 | CRFBP-R2 block = -16.3
CN(C)CCNCCCOc1ccccc1-c1ccccc1 | PHOSPHO1 block = 41.1

(further entries)
The line under a structure holds: GalR3 antagonist	CRFR2-BP ag	p-CIP stab down	CRFBP-R2 block	CHRM4 PAM	MEKK3 PB1 HTS	IDE cell activ	IDE inh	PHOSPHO1 block
> Cc1cccc(-c2nc3ccccc3c(=O)n2NC(=O)/C=C/c2ccc([N+](=O)[O-])cc2)c1
  44.6*	-0.4	-17.4	-8.5	-9.8	96.0	4.4	-5.9	-16.2
> COc1ccc(S(=O)(=O)N(C)CC(=O)NCc2ccccc2)cc1OC
  -7.6	-0.8	-11.4	11.2	-1.9	103.0	2.0	2.7	42.0
> O=C(Nc1ccc(O)cc1C(=O)O)c1cccs1
  -4.0	-1.7	-7.5	1.3	-1.6	97.0	-3.2	5.9	3.4
> COc1ccc2oc(C)c(C(=O)c3ccccc3)c2c1
  4.6	0.8	x	26.5	11.8	x	-0.7	9.4	x
> CSc1cccc(-n2c(C)cc(C(N)=O)c2C)c1
  -0.1	-0.7	-9.1	12.1	-2.1	102.0	2.0	-2.1	-7.4
> O=C1NCCOC(=O)[C@@H](Cc2ccc(F)cc2)CC/C=C/C[C@H]1CC(=O)N(CCO)Cc1ccccc1
  -6.5	-2.2	x	-8.5	0.4	x	3.5	4.8	x
> CC1CCCCC1NC(=O)C(=O)NCC1CCCO1 (stereo unspecified)
  0.3	1.8	-1.3	-7.5	1.8	92.0	2.6	-0.8	-1.9
> CC1(C)CC(=O)C(C=NCCN2CCN(CCCCS(=O)(=O)O)CC2)=C(O)C1
  -3.8	0.5	-17.2	-0.2	4.4	97.0	3.0	6.8	-2.2
> Cc1cccc(C(=O)N/C(=C\c2ccc(C)o2)C(=O)O)c1
  -6.5	1.3	-7.0	-2.1	6.2	98.0	8.5	1.3	24.6
> Cc1nn(-c2ccccc2)c(C)c1[N+](=O)[O-]
  -5.1	0.3	-3.6	1.2	7.9	90.0	4.6	-4.6	24.5
> CC(=O)/C(N=Nc1cc2c(c([N+](=O)[O-])c1C)C(C)(C)CC2(C)C)=C(\C)O
  4.0	-0.5	-19.2	-4.1	-1.1	93.0	x	4.8	16.6

Screening data from PubChem BioAssay.
